Assay outcomes (PubChem BioAssay)
RXFP1 ag = activates the human relaxin receptor RXFP1 | Q9HBX9 | HEK293T-RXFP1 cAMP TR-FRET, 30 min; response scale: percent of porcine relaxin response, buffer zero | Potency, µM (highest dose often 57.5 µM), without a hit: at the top dose activation, most hits filed as activators | 370,000 tested, 0.3% active; note: potency is the fitted concentration of half-maximal effect; % is set by controls: 0 for no effect and ±100 for the full control effect; nearly all actives have a fitted effect of over 60% in size; many of its hits are not listed in these tables
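Agonist response is measured as cAMP accumulation in an RXFP1-transfected HEK293T line under PDE4 inhibition. Values are scaled between buffer-only and 29 nM porcine relaxin, and EC50s come from standard Hill equation fits.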
Vif-A3G inh = inhibitors of Vif-APOBEC3G interaction; Q9HC16; AID 602310; HeLa A3G-eYFP + Vif (tagged APOBEC3G with the HIV-1 protein that degrades it), YFP fluorescence, overnight; Potency, µM (series often up to 46.1 µM), for inactives: at the top dose activity, negative = active, usual class: inhibitors; 410,000 tested, 0.076% active;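 note: potency is the fitted concentration of half-maximal effect; % is set by controls: 0 for no effect and ±100 for the full control effect; nearly all actives have a fitted effect of over 60% in size; hits raise eYFP signal because A3G escapes Vif-driven loss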
Target sequence (Q9HC16 whole entry, looked up): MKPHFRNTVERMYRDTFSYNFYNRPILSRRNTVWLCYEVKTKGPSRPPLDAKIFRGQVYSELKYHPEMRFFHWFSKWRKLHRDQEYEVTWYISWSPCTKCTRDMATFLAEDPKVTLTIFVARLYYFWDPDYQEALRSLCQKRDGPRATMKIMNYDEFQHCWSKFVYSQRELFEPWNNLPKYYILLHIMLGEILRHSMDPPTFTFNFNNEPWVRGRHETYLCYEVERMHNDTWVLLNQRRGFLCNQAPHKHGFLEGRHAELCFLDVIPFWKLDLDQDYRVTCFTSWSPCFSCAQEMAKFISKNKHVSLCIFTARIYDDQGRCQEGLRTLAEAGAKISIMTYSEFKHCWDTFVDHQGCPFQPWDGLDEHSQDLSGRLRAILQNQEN
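Read-out is eYFP fluorescence (Ex 488/Em 500-530) from Vif-expressing HeLa A3G-eYFP cells; more signal means A3G escaped Vif-mediated degradation. Cells plated overnight, compound pinned in, incubated overnight at 37 deg C.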
GRP78 ERSR act = induces the endoplasmic reticulum stress response in human glioma cells; 420,000 tested, 0.02% active; U87-MG GRP78 promoter luciferase reporter, 16 h; Potency, µM, without a hit: at the highest dose activation, most hits filed as activators; note: potency is the fitted concentration of half-maximal effect; series mostly up to about 76 µM; % of control where 0% means no effect; nearly all actives have a fitted effect of over 35% in size
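ERSR induction read as luciferase luminescence (Bright-Glo, 10 min at room temperature) in stably transfected human U87-MG glioma cells exposed to compounds for 16 h, using GRP78 as sensor.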
D1 agonist = agonists of human D1 dopamine receptor; P21728; AID 504660; 360,000 tested, 1% active; HEK293 T-REx D1 cells, calcium flux, agonist mode; activation, % at 2 µM; in the data active = activation above about 30%; note: 0% is about no effect
Target sequence (P21728 whole entry, looked up): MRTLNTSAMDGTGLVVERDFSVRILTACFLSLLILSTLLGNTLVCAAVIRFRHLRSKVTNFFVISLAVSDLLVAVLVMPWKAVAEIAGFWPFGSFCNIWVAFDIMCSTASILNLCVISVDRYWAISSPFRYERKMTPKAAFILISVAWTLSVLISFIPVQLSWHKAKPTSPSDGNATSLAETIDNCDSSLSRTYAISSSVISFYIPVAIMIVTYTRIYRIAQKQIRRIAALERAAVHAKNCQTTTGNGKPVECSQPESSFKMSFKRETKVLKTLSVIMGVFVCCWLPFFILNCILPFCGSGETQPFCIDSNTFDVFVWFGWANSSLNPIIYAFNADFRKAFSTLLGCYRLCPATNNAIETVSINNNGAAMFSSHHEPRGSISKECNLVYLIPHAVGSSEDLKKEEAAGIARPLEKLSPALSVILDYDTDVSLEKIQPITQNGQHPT
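Tetracycline-induced HEK293 TREx D1 cells, force-coupled to calcium signalling, were dye-loaded with a no-wash calcium kit. Compound was pin-added after a 10 s baseline. Fluorescence was read kinetically at 1 cycle/s for 180 s, with calcium rises flagged as agonism.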
D1 potentiator = potentiators of human D1 dopamine receptor; P21728; HEK293 TREx D1 cells, calcium flux, dopamine EC20 potentiation; potentiation, % at 10 µM; 360,000 tested, 0.036% active; AID 504651; in the data active = potentiation above about 30%; note: 0% is about no effect
D2 potentiator = positive allosteric modulators of human D2 dopamine receptor | P14416 | HEK293 T-REx D2, calcium flux, EC20 dopamine potentiation | potentiation, % at 10 µM | 340,000 tested, 0.34% active | AID 485347;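 active = potentiation over 3 SD above the plate norm, cut at about 30% in these data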; note: 0% is about no effect
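Cells plated with tetracycline inducer and held overnight at 30 C; calcium dye loaded 30–90 min at room temperature; baseline taken, compound added and read 180 s; EC20 dopamine then added and read 180 s.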
D1 antag = antagonists of human D1 dopamine receptor; 360,000 tested, 3.2% active; AID 504652; activity change, negative = inhibition, % at 10 µM; P21728; HEK293 TREx D1 cells, calcium flux, dopamine EC80; active compounds read low; in the data active = activity change below about -30%; note: % is set by controls: 0 for no effect and ±100 for the full control effect
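Cells carrying a force-coupled, tetracycline-inducible human D1 receptor report calcium flux. Each well gets a 10 s baseline, compound with 180 s monitoring, then an EC80 dopamine stimulus with a second 180 s kinetic read.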
LDHA block = LDHA (human) enzyme inhibition | P00338 | purified LDHA, NADH/diaphorase-resazurin fluorescence; active compounds read low | activity change, % (values are at about 110 or 230 µM) | 480,000 tested, 0.15% active | AID 1347041; in the data active = activity change below about -30%;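 note: plate controls were DMSO wells for no effect and wells without enzyme for full effect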
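Human LDH5 at 2 nM final in Tris HCl pH 7.4 with 0.06 mM NADH and 0.2 mM pyruvate, reacted 5 minutes at room temperature. Remaining NADH coupled via diaphorase/resazurin; resorufin fluorescence read at 0 and 20 minutes, normalized to enzyme-free and DMSO wells.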
Vif-A3F inh = blocks the Vif interaction with APOBEC3F | HeLa A3F-eYFP + Vif (tagged APOBEC3F with the HIV-1 protein that degrades it), YFP fluorescence increase | Potency, µM (doses to about 46.1 µM), without a hit: top-dose activity, negative = active | AID 602313 | 390,000 tested, 0.2% active; note: potency is the fitted concentration of half-maximal effect; % of control where 0% means no effect; nearly all actives have a fitted effect of over 65% in size
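Fluorescence increase (Ex 488/Em 500-530) after overnight compound treatment at 37 deg C flags inhibition of Vif-driven A3F-eYFP loss in stable HeLa A3F-eYFP/Vif cells seeded overnight beforehand.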
Numbers without * were called inactive; . = no result given; & = joins results of further samples. Unless noted, calls come from the whole dose curve; as a rule, active = well fitted curve in the direction sought with a large enough effect; inconclusive = small, poorly fitted or top-dose-only effect, or another doubt; inactive = no such curve, though single readings can be large; an effect the other way counts as inactive or inconclusive. An excerpt; the hit share may differ from the screen's.

(1) Cc1cc(C)c(C)c(S(=O)(=O)N2CCCCC2C(=O)O)c1C (centres undefined)
(2) COc1nc(N(C)C)nc(-n2nnc(C(C)=O)c2C)n1
(3) CCOC(=O)c1cc(-c2ccccc2)nn1Cc1cc(CC)no1
(4) Cc1c(C(=O)NCc2cccnc2)oc2ccc(S(=O)(=O)N3CCCC(C)C3)cc12 (centres undefined)
(5) COC(=O)C(Cc1cccc(C)n1)(c1ccccc1)c1ccccc1
(6) Cc1cc(NC(=O)CSc2nnc(-c3cccnc3)n2C2CCCCC2C)no1 (centres undefined)
(7) COc1cccc(CNC(=O)Cn2ccc([N+](=O)[O-])n2)c1
(8) O=C(COc1cc(F)ccc1[N+](=O)[O-])NCCCc1ccccc1
(9) O=C(c1cccs1)N1CCC2(O)CCCCC2C1c1ccc(F)cc1 (centres undefined)
(10) Cc1ccc(N(C)C(=O)CCS(=O)(=O)c2ccc3c(c2)oc(=O)n3C)cc1

entry no. | 1 | 2 | 3 | 4 | 5 | 6 | 7 | 8 | 9 | 10
RXFP1 ag | -1.5% | 7.0% | 0.1% | 0.4% | -0.9% | 0.1% | -2.4% | 1.0% | 2.7% | 0.8%
Vif-A3G inh | -6% | 1% | -8% | -4% | -12% | 1% | 0% | -3% | 2% | 3%
GRP78 ERSR act | -4% | -2% | 1% | -2% | -4% | -3% | 0% | -5% | -3% | -4%
D1 agonist | 4 | 0 | 1 | 1 | 7 | 13 | -2 | 1 | 0 | 0
D1 potentiator | -5 | -1 | -1 | -6 | -13 | -23 | -3 | 9 | -8 | -8
D2 potentiator | -2 | 8 | -11 | 13 | 4 | 2 | 10 | -14 | -1 | 3
D1 antag | 4 | -3 | 17 | 0 | -22 | 14 | 21 | 1 | -26 | -19
LDHA block | -1 | -5 | -8 | -6 | -9 | -3 | -4 | -1 | -6 | -4
Vif-A3F inh | 23% | 2% | 5% | 2% | 1% | 5% | 3% | -3% | -12% | -2%

(11) O=c1[nH]c(COc2ccccc2)nc2ccccc12
(12) Cc1ccc(S(=O)(=O)N2C(=O)CCC2C(=O)Nn2cnnc2)cc1 (centres undefined)
(13) COC(=O)C1=C(C)N(c2ccc(Br)cc2)C(=O)/C1=C\c1ccco1
(14) CCOc1ccc(CONS(=O)(=O)c2ccc(NC(C)=O)cc2)cc1Cl
(15) COC(=O)C1=C(C)N(CC2CC2)C(=O)N[C@H]1c1ccccc1
(16) CC(C)c1ccc(NC(=O)C(=O)C2C(=O)Nc3ccccc32)cc1 (centres undefined)
(17) O=C(CN1CCN(c2cccc(Cl)c2)CC1)c1ccc(O)cc1O
(18) O=C(NCc1ccccc1C(F)(F)F)C1CCC(=O)N(C2CCCCCC2)C1 (centres undefined)
(19) Cc1ccccc1[C@@]1(C)ON(c2ccccc2C(F)(F)F)C1=O
(20) CCN1C(=O)c2cccc3c(S(=O)(=O)NC(Cc4c[nH]c5ccccc45)C(=O)O)ccc1c23 (centres undefined)

entry no. | 11 | 12 | 13 | 14 | 15 | 16 | 17 | 18 | 19 | 20
RXFP1 ag | 2.7% | 1.2% | -1.2% | 4.0% | . | 1.9% | -1.3% | -2.7% | 2.2% | 0.1%
Vif-A3G inh | 0% | -7% | 2% | 3% | 0% | -2% | 1% | 3% | -19% | 1%
GRP78 ERSR act | 0% | -2% | -3% | 1% | -8% | 7% | 0% | -5% | -3% | -2%
D1 agonist | 0 | 2 | 3 | 69* | . | 1 | 4 | 6 | -3 | 0
D1 potentiator | 1 | -4 | -2 | -9 | . | 2 | -5 | -1 | 6 | 0
D2 potentiator | 15 | 7 | 14 | 7 | . | 12 | -24 | -4 | -2 | .
D1 antag | -6 | 14 | 4 | -25 | . | -2 | -10 | -4 | . | 5
LDHA block | -10 | 5 | -3 | 0 | -4 | -5 | 1 | -1 | 6 | 3
Vif-A3F inh | -5% | 4% | 7% | 7% | 4% | -6% | -13% | -4% | 2% | 0%

Overlap with the part before: four compounds, then new ones.
(17) O=C(CN1CCN(c2cccc(Cl)c2)CC1)c1ccc(O)cc1O
(18) O=C(NCc1ccccc1C(F)(F)F)C1CCC(=O)N(C2CCCCCC2)C1 (centres undefined)
(19) Cc1ccccc1[C@@]1(C)ON(c2ccccc2C(F)(F)F)C1=O
(20) CCN1C(=O)c2cccc3c(S(=O)(=O)NC(Cc4c[nH]c5ccccc45)C(=O)O)ccc1c23 (centres undefined)
(21) CSc1cccc(NC(=O)C2CCCN(S(C)(=O)=O)C2)c1 (centres undefined)
(22) COCc1nnc(NC(=O)c2ccc(S(=O)(=O)N3CCCC3)cc2)o1
(23) CC1=CCC2C(=O)N(c3cccc(C(=O)NCc4ccccc4)c3)C(=O)C2C1 (centres undefined)
(24) Cc1nc([N+](=O)[O-])cn1CC(O)c1ccc(-c2ccccc2)cc1 (centres undefined)
(25) COc1cccc(-c2noc(Cn3nc(C)c([N+](=O)[O-])c3C)n2)c1
(26) CCN1C(=NCCc2cccnc2)N[C@@H](c2ccccc2)[C@H](C(=O)OC)[C@H]1C
(27) COc1ccc(NC(=O)c2c(F)c(F)c(F)c(F)c2F)cc1Cl
(28) CCC1CN(C(=O)NCc2ccc(F)cc2)c2cc(C)ccc2O1 (centres undefined)

entry no. | 17 | 18 | 19 | 20 | 21 | 22 | 23 | 24 | 25 | 26 | 27 | 28
RXFP1 ag | -1.3% | -2.7% | 2.2% | 0.1% | . | 1.4% | 0.5% | -1.1% | 1.1% | 4.3%&0.1% | 0.0% | 3.3%&0.5%
Vif-A3G inh | 1% | 3% | -19% | 1% | 1% | 3% | 6% | -7% | 1% | -2% | 3% | -6%&-5%
GRP78 ERSR act | 0% | -5% | -3% | -2% | -3% | -3% | -4% | -2% | 1% | -2% | -9% | -2%&-1%
D1 agonist | 4 | 6 | -3 | 0 | . | 5 | 3 | 4 | . | 2&0 | 10 | 2&11
D1 potentiator | -5 | -1 | 6 | 0 | . | -1 | -7 | 0 | . | -7&-2 | -2 | -1&-4
D2 potentiator | -24 | -4 | -2 | . | . | -10 | 0 | -11 | . | -2 | -1 | 6&-1
D1 antag | -10 | -4 | . | 5 | . | 22 | -18 | -24 | . | -15&-13 | 5 | -9&-5
LDHA block | 1 | -1 | 6 | 3 | -11 | 4 | 0 | -4 | -4 | -7 | -5 | 1&-1
Vif-A3F inh | -13% | -4% | 2% | 0% | -3% | 3% | -5% | 9% | -1% | -21% | 3% | 4%&1%
